Assay outcomes: PubChem BioAssay, several laboratories
MsrA inhibitor: bovine MsrA enzyme inhibitors, primary screen, biochemical, absorbance, HTS | Methionine sulfoxide reductase A (Bos taurus) | inhibition, % at 15.5 µM | AID 651718, 2012 | 0.75% of 360,000 active | purified bovine MsrA, absorbance read-out; in the data active means inhibition above about 4.5%;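 further: 0% = vehicle wells with enzyme and 100% = reference inhibitor wells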
MT1-MMP act inh: blockers of MT1-MMP proenzyme processing, primary screen, HT1080 RFP-PRO-GFP cells, GFP/RFP fluorescence | Matrix metalloproteinase-14 (Homo sapiens), P50281 | GFP/RFP ratio fluorescence, overnight; percent of plate control window, DMSO zero | GFP/RFP ratio change, % at 20 µM | 0.061% of 360,000 active;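 active means GFP/RFP ratio change of at least 30% with cell ATP level not reduced by more than half and red fluorescence within 50% of control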; further: strong numbers were not always called active
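system = RFP-PRO-GFP reporter HT1080 cells | dosing = 20 µM single dose, 1% DMSO | timing = overnight cell settling, then overnight compound exposure, 37 °C, 5% CO2 | read-out basis = GFP/RFP fluorescence ratio | controls = DMSO and RFP-L50D-GFP cell wells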
CSN deneddyl inh: inhibitors of CSN-mediated cullin deneddylation, primary screen, biochemical, fluorescence polarization, uHTS. inhibition, % at 12.5 µM. COP9 signalosome complex subunit 5 (Homo sapiens), Q92905. AID 651999, 2013. 0.38% of 360,000 active. Purified CSN, SCF-Nedd8-OG deneddylation;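 active means pattern-corrected inhibition above about 35%, with an unprinted fluorescence ratio check between 0.5 and 1.5, limit read from the data, passing the limit was not always enough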;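 further: 0% = enzyme with substrate and 100% = substrate without enzyme; some results filed as inactive read as strong as hits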
Target sequence (Q92905 whole entry, looked up, one chain of several): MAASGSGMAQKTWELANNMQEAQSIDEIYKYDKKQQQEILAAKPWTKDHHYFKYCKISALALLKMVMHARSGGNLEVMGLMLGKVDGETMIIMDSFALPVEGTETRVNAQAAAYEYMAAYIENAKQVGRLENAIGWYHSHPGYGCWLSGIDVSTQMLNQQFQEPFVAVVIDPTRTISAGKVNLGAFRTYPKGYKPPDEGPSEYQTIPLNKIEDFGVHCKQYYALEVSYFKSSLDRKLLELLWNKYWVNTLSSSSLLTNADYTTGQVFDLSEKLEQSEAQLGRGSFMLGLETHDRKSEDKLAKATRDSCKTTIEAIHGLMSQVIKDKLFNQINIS
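Material: purified human Csn5 enzyme expressed in HEK293T cells / Medium: Tris buffer pH 7.5, NaCl, DTT, Tween-20, trehalose, ovalbumin / Compound dosing: 12.5 µM single point / Schedule: 90 min incubation of compound, enzyme and substrate at room temperature / Signal: fluorescence polarization of the substrate / Control set: no-enzyme wells high, enzyme-with-substrate wells low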
The depositor's hits bear a star. These rows are one share of the data; rates above refer to the full screens.

Compound | MsrA inhibitor | MT1-MMP act inh | CSN deneddyl inh
COC(=O)C[C@@H]1C=C[C@@H](NS(=O)(=O)c2ccc(OC)cc2)[C@@H](CO)O1 | -1.4 | -4 | -3
COC(=O)[C@]12CCCCC=C1N(Cc1ccc3c(c1)OCO3)C(=O)[C@H](CC(=O)N1CCN(C(=O)C3CC3)CC1)C2 | -0.4 | 4 | 4
COc1ccc(OC)c(CN2C(=O)CN(S(C)(=O)=O)CC2(C)C(=O)Nc2c(C)cccc2C)c1 (stereo unspecified) | -0.3 | 11 | -2
CC(C)NC(=O)C1(C)CN(S(C)(=O)=O)CC(=O)N1Cc1ccco1 (stereo unspecified) | -0.2 | 1 | -2
CCOC(=O)C1=CC[C@@H](c2cccc(Br)c2)N(S(=O)(=O)c2ccc(F)cc2)[C@H]1c1cccc(Cl)c1 | 0.2 | -8 | 1
Cc1ccccc1CN1C(=O)CN(S(C)(=O)=O)CC1(C)C(=O)Nc1c(C)cccc1C (stereo unspecified) | 0.5 | 0 | 1
O=C(C(=O)N1CCN(C(=O)c2ccco2)CC1)c1ccccc1 | 0.1 | 0 | -3
N#Cc1ccc(C(C(=O)NC2CCCCC2)n2c(=O)c(-c3ccccc3)nc3ccccc32)cc1 (stereo unspecified) | 1.2 | -10 | -10
COc1ccc2c3c(n(C(=O)OC(C)(C)C)c2c1)C1CC=C(COC(C)=O)CN1CC3 (stereo unspecified) | 1.4 | -8 | 6
COC(=O)C[C@@H]1C=C[C@H](NC(=O)Nc2cc(F)ccc2F)[C@@H](CO)O1 | 0.3 | 2 | 0
COC(=O)C(C(=O)OC)c1ccccc1NC(=O)OCc1ccccc1 | 1.3 | 2 | 5
CSCCC(c1nc2ccccc2[nH]1)n1c(-c2cc(C(F)(F)F)cc(C(F)(F)F)c2)nc2ccccc21 (stereo unspecified) | 3.5 | -15 | 2
CO[C@H]1CN(C)C(=O)c2cc(NC(=O)C3CCCC3)ccc2OC[C@@H](C)NC[C@H]1C | 1.6 | -6 | 2
Oc1cccc(CN2CCN(c3ncc(Cc4ccccc4)cn3)CC2)c1 | -0.2 | 4 | -2
COc1ccc(CN2C(=O)CN(S(C)(=O)=O)CC2(C)C(=O)NC(C)C)cc1 (stereo unspecified) | 0.2 | 3 | 4
COc1ccccc1-c1nc2ccccc2n(CC(C)C)c1=O | 1.1 | -4 | 5
COC(=O)C[C@@H]1CC[C@H](NC(=O)Nc2ccc(OC)cc2)[C@@H](CO)O1 | -0.6 | 1 | -5
c1ccc(C[C@H]2COc3c4ccccc4nn32)cc1 | -0.3 | 6 | -1
Cc1ccc(S(=O)(=O)N2[C@H](CC(=O)Oc3ccccc3)OC[C@@H]2C(C)C)cc1 | 0.2 | 4 | -4
COC(=O)[C@]12CCCCC=C1N(Cc1ccc3c(c1)OCO3)C(=O)[C@H](CC(=O)NCc1ccccc1)C2 | -0.6 | -2 | 3
COC(=O)[C@@]12C[C@@H](CC(=O)NCc3ccc(OC)c(OC)c3)C(=O)N(Cc3cccc4ccccc34)C1=CCC(C)(C)C2 | 1.7 | -7 | -1
COc1ccc(OC)c(CN2C(=O)CN(S(C)(=O)=O)CC2(C)C(=O)NC(C)C)c1 (stereo unspecified) | -0.4 | 13 | -2
CO[C@H]1CN(C)C(=O)c2cc(NC(=O)c3cc(C)on3)ccc2OC[C@@H](C)N(C(=O)C2CC2)C[C@H]1C | -0.7 | 1 | -3
COc1ccccc1-c1cn(CC[C@H]2CC[C@@H](NS(=O)(=O)c3ccccc3C)[C@@H](CO)O2)nn1 | 0.4 | 4 | -4
CCCNC(=O)N[C@H]1CC[C@@H](CCn2cc(-c3cccc(F)c3)nn2)O[C@@H]1CO | -0.2 | 0 | 0
COc1ccc(-n2nnnc2C2(C)CCC(=O)N2Cc2ccccc2)cc1 (stereo unspecified) | -1.3 | -2 | 0
CCCCCNC(=O)C(CCc1ccccc1)n1c(=O)c(-c2cc3ccccc3[nH]2)nc2ccccc21 (stereo unspecified) | 3.5 | -4 | 0
COc1cccc(C(C(=O)NCc2ccccc2)N2CCN(c3ccccc3F)CC2)c1OC (stereo unspecified) | 0.1 | -2 | -2
CO[C@@H]1CN(C)C(=O)c2cc(NC(=O)NC3CCCCC3)ccc2OC[C@@H](C)N(CCc2ccccc2)C[C@@H]1C | 0.2 | 0 | -4
COC(=O)[C@@]12C[C@@H](CC(=O)NCCCN3CCCC3=O)C(=O)N(Cc3cccc4ccccc34)C1=CCC(C)(C)C2 | -0.8 | -8 | 0

Following part.
Compound | MsrA inhibitor | MT1-MMP act inh | CSN deneddyl inh
COc1ccc(C(C(=O)Nc2c(C)cccc2C)n2c(=O)c(-c3ccccc3)nc3ccccc32)cc1 (stereo unspecified) | 2.2 | -14 | -2
CCOC(=O)N1CCN(C(=O)C[C@@H]2C[C@@]3(C(=O)OC)CCCCC=C3N(Cc3ccc4c(c3)OCO4)C2=O)CC1 | -0.2 | 4 | -3
COC(=O)[C@]12CCCCC=C1N(CCc1ccc(OC)c(OC)c1)C(=O)[C@H](CC(=O)NCCc1ccccc1OC)C2 | -0.5 | 3 | 7
O=C(Nc1ccc2c(c1)OCCO2)C(C1CC1)n1c(=O)c(-c2cc3ccccc3[nH]2)nc2ccccc21 (stereo unspecified) | 0.0 | -5 | 4
COC(=O)[C@@]12C[C@@H](CC(=O)NCc3ccccc3)C(=O)N(Cc3ccccc3)C1=CCC(C)(C)C2 | -1.0 | -4 | -3
CC1(C(=O)Nc2ccc3c(c2)OCCO3)CN(S(C)(=O)=O)CC(=O)N1CCc1ccccc1F (stereo unspecified) | -0.8 | 0 | -5
CCCCCCCCCc1conc1C(=O)/C=C/c1oc2c(c1C)CCC(C)C2 (stereo unspecified) | -0.9 | 2 | 2
Cc1cccc(C)c1NC(=O)C1(C)CSCC(=O)N1CCc1ccc(O)cc1 (stereo unspecified) | 0.5 | 1 | 0
O=C(NC1CCCCC1)C(c1ccccc1)n1c(=O)c(-c2ccco2)nc2ccccc21 (stereo unspecified) | -0.1 | -11 | 10
Cc1ccc(N2CCN(C3C(=O)Nc4ccccc4-n4nnnc43)CC2)cc1 (stereo unspecified) | 0.2 | -4 | 3
CC(C)(C)NC(=O)C(C1CC1)n1c(-c2ccccc2)nc2ccccc21 (stereo unspecified) | 1.1 | 4 | 1
COC(=O)[C@@]12C[C@@H](CC(=O)N3CCN(C(=O)c4ccco4)CC3)C(=O)N(Cc3cccc4ccccc34)C1=CCC(C)(C)C2 | 0.7 | -4 | 2
CC(=O)Nc1cccc(-c2nc3ccccc3n2C(C)C(=O)NC(C)(C)C)c1 (stereo unspecified) | 1.0 | -2 | 0
CCCCNC(=O)C(NC(=O)c1cnc(C)cn1)C(=O)c1ccccc1 (stereo unspecified) | -0.2 | 5 | -3
CCc1c(-c2ccc(OC)cc2)ncn1Cc1cccc(-c2ccccc2)c1 | 1.7 | 10 | 3
COC(=O)C[C@H]1CC[C@H](NC(=O)Cc2ccccc2)[C@@H](CO)O1 | -0.9 | 1 | -3
CCOC(=O)CC1(C)Sc2ccccc2N1S(=O)(=O)c1ccc(C)cc1 (stereo unspecified) | 0.0 | 9 | 1
COc1ccccc1S(=O)(=O)N[C@@H]1CC[C@@H](CCn2cc(C3CC3)nn2)O[C@@H]1CO | 1.6 | 1 | -3
CCC(C(=O)NCc1ccccc1)n1c(-c2cccs2)nc2ccccc21 (stereo unspecified) | 0.0 | -3 | 2
Cc1cc2c(cc1C)-n1nnnc1C(N1CCN(c3ccccc3F)CC1)C(=O)N2 (stereo unspecified) | -1.0 | -1 | 4
CC1(C(=O)NCc2ccccc2)CN(S(C)(=O)=O)CC(=O)N1Cc1cccs1 (stereo unspecified) | 0.7 | 4 | 0
CC1(C(=O)NCc2ccccc2)CSCC(=O)N1Cc1cccs1 (stereo unspecified) | -0.5 | 3 | -3
COc1ccc(OC)c(CN2C(=O)CSCC2(C)C(=O)Nc2c(C)cccc2C)c1 (stereo unspecified) | 0.1 | 10 | 5
CCOC(=O)[C@]12CCCC=C1N(CCc1ccc(OC)c(OC)c1)C(=O)[C@H](CC(=O)NCCCN1CCCC1=O)C2 | 0.6 | 6 | 0
Nc1sc(-c2ccccc2)cc1C(=O)NCCN1CCOCC1 | 1.6 | 1 | 4
N#Cc1ccc(C2CC(OCCF)=CC(=O)O2)cc1 (stereo unspecified) | -0.4 | -1 | 0
CCNC(=O)C[C@@H]1CC[C@H]2[C@@H](COC[C@H](O)CN2C(=O)C2CC2)O1 | -1.0 | -5 | -1
CCCN1C[C@@H](C)[C@@H](OC)CN(C)C(=O)c2ccc(NC(=O)c3cccc(F)c3)cc2OC[C@H]1C | 0.6 | 1 | 4
Cc1ccc(S(=O)(=O)N2[C@H](CC(=O)c3cccs3)OC[C@@H]2C(C)C)cc1 | 0.4 | -2 | -1
O=C(NCc1cccc(C(F)(F)F)c1)C1C(=O)Nc2ccccc2C(=O)N1C1CCCC1 (stereo unspecified) | -1.1 | 2 | 4

Reformatted with two lines to a compound: part of the list above.
Order of results – MsrA inhibitor | MT1-MMP act inh | CSN deneddyl inh
- CCCCCCCCCc1conc1C(=O)/C=C/c1oc2c(c1C)CCC(C)C2 (stereo unspecified)
→ -0.9 | 2 | 2
- CC(C)(C)NC(=O)C(C1CC1)n1c(-c2ccccc2)nc2ccccc21 (stereo unspecified)
→ 1.1 | 4 | 1
- CC1(C(=O)NCc2ccccc2)CN(S(C)(=O)=O)CC(=O)N1Cc1cccs1 (stereo unspecified)
→ 0.7 | 4 | 0
- Cc1cc2c(cc1C)-n1nnnc1C(N1CCN(c3ccccc3F)CC1)C(=O)N2 (stereo unspecified)
→ -1.0 | -1 | 4

One compound at a time, as listed above:
COC(=O)[C@@]12C[C@@H](CC(=O)NCc3ccccc3)C(=O)N(Cc3ccccc3)C1=CCC(C)(C)C2 is listed as MsrA inhibitor: -1.0; MT1-MMP act inh: -4; CSN deneddyl inh: -3
COC(=O)[C@]12CCCCC=C1N(CCc1ccc(OC)c(OC)c1)C(=O)[C@H](CC(=O)NCCc1ccccc1OC)C2 is listed as MsrA inhibitor: -0.5; MT1-MMP act inh: 3; CSN deneddyl inh: 7
CC(C)(C)NC(=O)C(C1CC1)n1c(-c2ccccc2)nc2ccccc21 (stereo unspecified) is listed as MsrA inhibitor: 1.1; MT1-MMP act inh: 4; CSN deneddyl inh: 1

(listing goes on)
Structure | MsrA inhibitor | MT1-MMP act inh | CSN deneddyl inh
Cc1ccc(CN2C(=O)CSCC2(C)C(=O)NCc2ccccc2)cc1 (stereo unspecified) | -0.3 | 1 | -5
CCOc1cc(-c2ccccc2)nc2c1CN(S(=O)(=O)c1ccc(C)cc1)C(c1cccc(Cl)c1)C2 (stereo unspecified) | 0.6 | -6 | 0
COc1ccc(NC(=O)c2cc(-c3sc(NC(=O)c4ccccc4)nc3C)n(Cc3ccccc3)n2)cc1 | 1.1 | 7 | -1
COc1cccc(C(=O)Nc2ccc3c(c2)OC[C@H](C)N(C(=O)C2CCCC2)C[C@@H](C)[C@@H](OC)CN(C)C3=O)c1 | -0.2 | 2 | -1
Cc1cccc(N2CCN(C3C(=O)Nc4ccccc4-n4nnnc43)CC2)c1C (stereo unspecified) | -0.7 | -9 | 1
Cc1cccc(C)c1N1C(=O)c2ccccc2NC(=O)C1C(=O)NCCOc1ccccc1 (stereo unspecified) | -1.3 | 2 | -2
CCCCCCCCN1C(=O)[C@H](CC(=O)N2CCCC2)C[C@@]2(C(=O)OC)CC(C)(C)CC=C12 | 0.7 | -25 | -6
O=C1c2c(-c3ccc(Br)cc3)noc2CCN1Cc1cn(-c2ccccc2)nn1 | 0.0 | 4 | 2
COC(=O)[C@@]12C[C@@H](CC(=O)N3CCCC3)C(=O)N(CCc3ccc(OC)c(OC)c3)C1=CCC(C)(C)C2 | -0.1 | 5 | -4
CCc1ccc(N2C=C(C(=O)OC)C(c3cccc4ccccc34)C(C#N)=C2N)cc1 (stereo unspecified) | -0.1 | 4 | -3
Cc1ccc(S(=O)(=O)N2C3CC(c4ccccc4)N(S(=O)(=O)c4ccccc4Cl)CC3C(=O)C[C@H]2c2ccccc2)cc1 (stereo partly specified) | 0.4 | 0 | 5
C=CCC(NC(=O)N(C)C)(C(=O)OC)C(C)O (stereo unspecified) | 0.7 | 4 | -4
COC(=O)C[C@@H]1C=C[C@@H](NS(=O)(=O)c2cccc(OC)c2)[C@@H](CO)O1 | -0.6 | -2 | -8
CN(Cc1ccccc1)C(=O)C(=O)c1ccccc1 | 1.0 | -4 | 0
O=C(NCc1ccccc1)C(CCc1ccccc1)n1c(=O)c(-c2ccccc2)nc2ccccc21 (stereo unspecified) | 0.3 | -17 | -1
COCCNC(=O)c1cc(-c2ccccc2)sc1N | 1.5 | -6 | 29
Cc1cccc(C)c1NC(=O)C1(C)CSCC(=O)N1CC(F)(F)F (stereo unspecified) | -0.1 | 2 | -3
O=C(NCc1cccs1)C1C(=O)Nc2ccccc2C(=O)N1Cc1ccccc1 (stereo unspecified) | -0.4 | 3 | 4
CCOC(=O)[C@]12CCCC=C1N(Cc1ccccc1)C(=O)[C@H](CC(=O)NCCCCc1ccccc1)C2 | -0.1 | 2 | -5
